ABHD5-PLIN5 inh: ABHD5-PLIN5 interaction inhibitors, primary screen, cell lysate, split luciferase complementation, luminescence. Perilipin-5 (Homo sapiens) + 1-acylglycerol-3-phosphate O-acyltransferase ABHD5 (Homo …. Split G. princeps luciferase complementation, 4 h. inhibition, % at 4 µM. actives 0.78% (n = 360,000). AID 602281, 2012;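 active = inhibition above the mean inhibition across every tested compound plus 3 SD, cut at about 22% in these data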;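 also: 0% = DMSO only wells and the 100% control is not disclosed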
ABCB6 inh 2: ABCB6 transporter inhibitors, primary screen, K562-ABCB6 cells, flow cytometry, MLPCN library. K562-ABCB6 porphyrin accumulation, 1 h; hits give low values. fluorescence ratio to DMSO, % at 10 µM. actives 0.19% (n = 360,000). AID 602162, 2011;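 active = fluorescence ratio to DMSO below 75%, the collection mean minus 3 SD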;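 also: signal is porphyrin accumulated inside mitochondria; 100% equals median channel fluorescence of DMSO control wells; lower ratio means ABCB6 inhibition with less porphyrin fluorescence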
Target sequence (Q9NP58 whole entry, looked up): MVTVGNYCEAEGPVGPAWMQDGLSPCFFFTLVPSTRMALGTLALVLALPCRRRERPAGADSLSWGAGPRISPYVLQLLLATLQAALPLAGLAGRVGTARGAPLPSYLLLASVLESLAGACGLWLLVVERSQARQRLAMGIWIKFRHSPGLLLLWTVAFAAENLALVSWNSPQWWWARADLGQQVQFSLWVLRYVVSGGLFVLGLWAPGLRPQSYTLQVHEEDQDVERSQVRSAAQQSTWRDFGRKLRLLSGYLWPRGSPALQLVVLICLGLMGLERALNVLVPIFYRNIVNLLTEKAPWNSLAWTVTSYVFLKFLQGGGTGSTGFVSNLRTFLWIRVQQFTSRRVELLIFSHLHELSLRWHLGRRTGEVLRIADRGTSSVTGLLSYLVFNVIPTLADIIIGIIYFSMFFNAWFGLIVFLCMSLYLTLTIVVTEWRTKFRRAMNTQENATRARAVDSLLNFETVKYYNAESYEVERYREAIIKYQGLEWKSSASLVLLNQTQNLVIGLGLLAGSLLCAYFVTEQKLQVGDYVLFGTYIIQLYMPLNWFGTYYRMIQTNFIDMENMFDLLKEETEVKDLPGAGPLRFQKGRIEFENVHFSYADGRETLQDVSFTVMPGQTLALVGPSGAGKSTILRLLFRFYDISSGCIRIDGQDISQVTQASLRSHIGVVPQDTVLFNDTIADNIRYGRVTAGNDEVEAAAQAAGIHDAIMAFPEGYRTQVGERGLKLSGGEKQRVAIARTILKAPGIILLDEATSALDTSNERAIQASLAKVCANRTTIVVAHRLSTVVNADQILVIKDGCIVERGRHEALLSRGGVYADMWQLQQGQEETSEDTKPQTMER
MC4R ag barr: MC4R agonists recruiting beta-arrestin, primary screen, cell-based, luminescence, agonist arm of biased-ligand search. U2OS MC4R beta-arrestin complementation; percent of melanotan II response, DMSO zero. activation, % at 8.9 µM. actives 0.98% (n = 360,000);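 active = activation above a per-plate cutoff, the mean activation of sample wells on that plate plus 3 SD, cut at about 8% in these data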
Glyco luc inh: increase of ERlucT glycosylation luciferase signal, primary screen, N-linked glycosylation inhibitor project, D54 ERlucT cells, luminescence, set 2; D54 ERlucT glycosylation luciferase reporter, 24 h; percent of 100 nM tunicamycin response; actives 0.23% (n = 360,000); AID 588692, 2011; reporter increase, % at 12.5 µM;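 active = mean luciferase reporter signal, scaled so untreated is 0 and the glycosylation-blocking control 100, at or above a set limit in every replicate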;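 also: luciferase carries N-glycosylation sites so blocking glycosylation raises the light; 0% = median of neutral control wells and 100% = median of 100 nM tunicamycin wells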
HTR2A ag: mouse Htr2a agonists via beta-arrestin recruitment, primary screen, cell-based, luminescence. actives 0.66% (n = 360,000). 5-hydroxytryptamine receptor 2A (Mus musculus), P35363. CHO-K1 mHTR2A beta-arrestin complementation; percent of 30 µM serotonin response. activation, % at 7.6 µM;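 active = activation above a run cutoff, the mean activation of all tested compounds plus 3 SD, cut at about 14% in these data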;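 also: 0% = plate median of compound wells and 100% = 30 µM serotonin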
PDI inh: inhibitors of human PDI, primary screen, biochemical, turbidity, single point, plate reader. Protein disulfide-isomerase (Homo sapiens), P07237. PDI insulin aggregation turbidity, A650, 90 min. inhibition, % at 10 µM. actives 0.052% (n = 350,000). AID 588391, 2011;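 active = mean inhibition across replicates of 30% or more, whatever share of single replicates reach that level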;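 also: absorbance from insulin aggregation driven by PDI reduction with DTT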
H9c2 protect: cardioprotection against H2O2-induced cell death, primary screen, uHTS, H9c2 cells, ATPLite luminescence; H9c2 cardiomyocytes, H2O2 injury protection, 2 h; protection from H2O2 cell death, % at 20 µM; actives 0.63% (n = 360,000); AID 588492, 2011;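 active = compounds giving at least 50% protection of heart cells from peroxide-induced death in the single-dose screen, raw or plate-pattern-corrected value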;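 also: 0% = DMSO wells with peroxide and 100% = DMSO wells without peroxide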
Granule exo inh: LAMP-1 surface exposure blockers, TALL-104 cells – cell-based, flow cytometry, MLPCN library, primary screen; TALL-104 LAMP-1 surface exposure; cells stimulated with thapsigargin and PMA; inhibition, % at 10 µM; actives 0.66% (n = 360,000); AID 651702, 2012;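 active = inhibition above about 55%, limit read from the data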
MC4R antagonist: MC4R antagonists of cAMP signaling, primary screen, cell-based, TR-FRET, antagonist arm of biased-ligand search | actives 0.48% (n = 360,000) | inhibition, % at 6.5 µM | AID 540295, 2011 | Melanocortin receptor 4 (Homo sapiens), P32245 | MC4R-expressing cells, MTII-stimulated cAMP, LANCE TR-FRET;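 active = inhibition above its plate's cutoff, the mean of tested wells on that plate plus 3 SD, cut at about 29% in these data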;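 also: 0% = Melanotan II alone and 100% = Melanotan II plus saturating MCL0020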
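System: U2OS cells stably expressing human melanocortin 4 receptor (MC4R). Reagent: Melanotan II challenge after compound preincubation. Doses: 6.5 µM. Times: 30-min compound, 1-h challenge, 1-h detection, room temperature. Measured by: TR-FRET with Eu-cAMP and labeled anti-cAMP, 671 nm. Replicates: singlicate.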
CaV13 ICDI inh: Disruptors of the CACNA1D IQ motif to Ca2+-dependent inactivation inhibitor domain association, primary screening, Förster resonance energy transfer in intact living … | actives 0.098% (n = 340,000) | HEK cells, CFP/YFP FRET ICDI-IQ, plate reader, 10 min; percent FRET-ratio fall versus neutral wells | inhibition, % at 12.3 µM;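 active = mean replicate inhibition of at least 30% and at least 1% of replicates passing that level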;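 also: 0% = median of the neutral control wells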
Active calls of the source: *; · = no result given.

SMILES	ABHD5-PLIN5 inh	ABCB6 inh 2	MC4R ag barr	Glyco luc inh	HTR2A ag	PDI inh	H9c2 protect	Granule exo inh	MC4R antagonist	CaV13 ICDI inh
O=C(c1ccccc1)N1CCc2[nH]nc(-c3ccccc3)c2C1	1	102	-0.9	-1	5	-3	0	-1	3	-2
COc1ccc(C(=O)NCc2ccc(C)cc2)cc1S(=O)(=O)N1CCOCC1	5	100	1.1	-4	-20	6	-1	-12	6	-5
CCCCN(C(=O)C1CCCC1)c1c(N)n(CCC)c(=O)[nH]c1=O	1	99	-2.4	-1	1	-2	-2	-6	-5	·
CC1CN(S(=O)(=O)c2cccc(C(=O)Nc3ccc(S(=O)(=O)Nc4ncccn4)cc3)c2)CC(C)O1 (centres undefined)	1	98	-1.4	0	-1	-1	3	-2	1	-6
Cc1cc(C)n(-c2ccc(Cl)c(C(=O)Nc3cc(C(F)(F)F)ccc3Cl)n2)n1	-2	99	3.0	1	-1	5	-2	38	2	-6
O=C(NCCCc1ccccc1)c1ccc(-n2cncn2)c([N+](=O)[O-])c1	-3	100	-2.6	2	0	1	2	2	-1	-6
COc1ccc(CNC(=O)CNC(=O)N2CC(=O)Nc3ccccc32)cc1	-5	101	0.1	7	1	12	-1	-5	7	-3
Cc1cc(C(=O)Nc2cccc3ccccc23)oc1C	2	99	-1.3	1	3	8	-3	0	-1	-6
O=C1Nc2ccc(Br)cc2/C1=C/C(=O)c1ccc2c(c1)OCO2	72*	99	-4.9	20	3	5	-11	40	-4	-19
COC(=O)C1=C(C)OC(N)=C(C#N)C1c1cc(OC)c(OCC(N)=O)cc1Cl (centres undefined)	3	101	-0.2	4	-2	4	0	-2	7	-4
O=c1[nH]c2cnccc2n1-c1ccccc1	-5	97	-1.1	2	-2	9	-2	0	-4	-5
Cc1nc2ccccc2n1C(=O)N1CCOCC1	-3	90	-0.8	1	-1	5	-3	-2	5	·
Cc1ccc(C(=O)Nc2ccc(C)c(S(=O)(=O)N(C)C)c2)s1	2	96	1.1	-2	0	2	-16	-2	4	-6
CC(=O)C[C@@H](O)CC(=O)[C@@H]1OC(=O)[C@@H](C)C/C=C\Cc2ccccc21	3	101	-2.5	0	-3	-14	-2	-1	12	·
CC(=O)c1cccc(CN2CCCC(N3CCN(c4ccccc4F)CC3)C2)c1 (centres undefined)	9	98	-2.2	0	13	2	-1	10	9	-5
NS(=O)(=O)c1ccc(CNS(=O)(=O)c2ccc(Cl)nc2)cc1	4	90	-1.8	0	-3	-7	-2	7	2	-18
CCCCn1c(SCC(=O)c2ccc(OC)c(OC)c2)nc2cc(S(N)(=O)=O)ccc21	-2	102	-2.1	-2	1	9	4	0	5	·
O=C(O)CC1(CC(=O)Nc2ccccc2N2CCOCC2)CCCC1	3	97	-1.7	2	0	-2	7	5	0	-15
Cc1ccc(NS(=O)(=O)c2ccc(NC(=O)C(C)Sc3ccc(Cl)cc3)cc2)c(C)c1 (centres undefined)	-12	99	-0.3	-5	3	3	-22	1	11	-5
COc1ccc(OCCSc2nnc3sc4ccccc4n23)cc1	2	92	0.8	-1	0	-16	-18	0	5	-7

Overlap with the part before: two entries; new compounds follow.
SMILES	ABHD5-PLIN5 inh	ABCB6 inh 2	MC4R ag barr	Glyco luc inh	HTR2A ag	PDI inh	H9c2 protect	Granule exo inh	MC4R antagonist	CaV13 ICDI inh
Cc1ccc(NS(=O)(=O)c2ccc(NC(=O)C(C)Sc3ccc(Cl)cc3)cc2)c(C)c1 (centres undefined)	-12	99	-0.3	-5	3	3	-22	1	11	-5
COc1ccc(OCCSc2nnc3sc4ccccc4n23)cc1	2	92	0.8	-1	0	-16	-18	0	5	-7
CC(=O)NN1C(=O)c2ccc3c4c(ccc(c24)C1=O)C(=O)N(NC(C)=O)C3=O	-4	94	-2.2	-16	5	-2	-15	12	-33	-5
O=C(Nc1nc2c(s1)CCCC2)c1ccc(Br)o1	2	92	0.1	-9	-2	-10	-23	-3	5	-5
CCCCON1C(=O)c2cccc3cccc(c23)C1=O	4	99	-1.7	1	-1	-5	13	-5	11	-5
CC(=O)Nc1ccc(NC(=O)CSc2ccc(C)cc2)cc1	-3	95	-0.7	-1	-1	-1	5	-1	5	-3

5 structures out of the list, sorted by formula weight, highest first.
SMILES	ABHD5-PLIN5 inh	ABCB6 inh 2	MC4R ag barr	Glyco luc inh	HTR2A ag	PDI inh	H9c2 protect	Granule exo inh	MC4R antagonist	CaV13 ICDI inh
CC(=O)NN1C(=O)c2ccc3c4c(ccc(c24)C1=O)C(=O)N(NC(C)=O)C3=O	-4	94	-2.2	-16	5	-2	-15	12	-33	-5
COc1ccc(OCCSc2nnc3sc4ccccc4n23)cc1	2	92	0.8	-1	0	-16	-18	0	5	-7
O=C(O)CC1(CC(=O)Nc2ccccc2N2CCOCC2)CCCC1	3	97	-1.7	2	0	-2	7	5	0	-15
CC(=O)Nc1ccc(NC(=O)CSc2ccc(C)cc2)cc1	-3	95	-0.7	-1	-1	-1	5	-1	5	-3
CCCCON1C(=O)c2cccc3cccc(c23)C1=O	4	99	-1.7	1	-1	-5	13	-5	11	-5

Compound activity (PubChem BioAssay)
